L major viab: Leishmania major promastigote growth inhibition, primary screen; Leishmania major promastigotes, resazurin fluorescence viability; 200,000 compounds, 9% hits; AID 1063, 2008; inhibition, % at 10 µM; in the data active means inhibition above about 50%;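 further: promastigotes grown with compound for 44 hours at 28 °C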
PPARg SRC-2 ag: agonists of PPARg-SRC-2 recruitment, primary screen, biochemical, HTS. activation, % at 8 µM. Peroxisome proliferator-activated receptor gamma (Homo sapiens), P37231. PPARgamma LBD-SRC-2 recruitment. 200,000 compounds, 0.34% hits; in the data active means activation above about 22%;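 further: 0% = vehicle and 100% = reference agonist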
Target sequence (P37231 whole entry, looked up, the tested form may be a part): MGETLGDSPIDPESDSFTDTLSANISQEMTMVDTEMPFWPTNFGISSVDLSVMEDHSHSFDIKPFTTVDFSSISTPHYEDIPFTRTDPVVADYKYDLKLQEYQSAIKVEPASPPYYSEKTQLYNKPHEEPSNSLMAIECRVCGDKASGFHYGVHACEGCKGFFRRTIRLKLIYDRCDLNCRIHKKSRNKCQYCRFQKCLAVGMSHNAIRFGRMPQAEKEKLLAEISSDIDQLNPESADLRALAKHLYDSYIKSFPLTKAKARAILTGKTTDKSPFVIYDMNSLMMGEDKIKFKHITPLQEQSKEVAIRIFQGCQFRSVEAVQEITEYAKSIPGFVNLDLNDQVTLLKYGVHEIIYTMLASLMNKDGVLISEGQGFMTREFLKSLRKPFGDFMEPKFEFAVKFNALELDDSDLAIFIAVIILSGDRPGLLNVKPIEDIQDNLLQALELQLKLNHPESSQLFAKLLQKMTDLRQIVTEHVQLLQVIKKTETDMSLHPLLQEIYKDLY
ROMK primary: ROMK potassium channel modulators, primary screen, cell-based, thallium flux, MLSMR library | ATP-sensitive inward rectifier potassium channel 1 (Homo sapiens), P48048 | Tet-inducible ROMK, thallium flux fluorescence; actives lie on both sides | B-score at 10 µM | 130,000 compounds, 2% hits | AID 1918, 2009;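 active means signal ratio slope over the read window, or its plate-corrected B-score, at least 3 SD from the plate mean, either direction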;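 further: B-score of the F/F0 ratio slope over 7 to 12 s after thallium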
Target sequence (P48048 whole entry, looked up): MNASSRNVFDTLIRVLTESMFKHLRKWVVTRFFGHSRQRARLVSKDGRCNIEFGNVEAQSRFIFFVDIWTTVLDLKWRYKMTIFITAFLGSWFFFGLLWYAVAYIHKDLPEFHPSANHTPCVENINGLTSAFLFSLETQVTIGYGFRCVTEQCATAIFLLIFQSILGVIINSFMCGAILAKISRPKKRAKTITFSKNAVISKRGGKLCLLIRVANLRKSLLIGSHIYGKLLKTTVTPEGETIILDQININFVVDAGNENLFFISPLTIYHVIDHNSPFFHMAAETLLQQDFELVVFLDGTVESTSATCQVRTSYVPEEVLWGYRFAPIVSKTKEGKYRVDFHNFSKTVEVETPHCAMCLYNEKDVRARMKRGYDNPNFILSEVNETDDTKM
S1P3 antag: S1P3 receptor antagonists, primary screen, cell-based; inhibition, % at 4.98 µM; 170,000 compounds, 0.27% hits; CHO S1P3 NFAT-BLA reporter, FRET fluorescence, antagonist mode;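 active means inhibition above the plate cutoff, the mean inhibition of test wells on that plate plus 3 SD, cut at about 28% in these data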;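 further: cells challenged with S1P at its EC80 of 0.8 µM; blue over green emission ratio from cleaved BLA substrate after 4 h stimulation; 0% = S1P-stimulated wells and 100% = unstimulated DMSO-only wells; some compounds past the cut are filed as inactive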
TLR4 MyD88 comp: inhibitors of TLR4-MyD88 association in cells, primary screen, cell-based, HeLa CL3-4, BLA complementation, FRET ratio; AID 861, 2007; inhibition, % at 8.4 µM; 200,000 compounds, 0.18% hits; Toll-like receptor 4 (Homo sapiens) + Myeloid differentiation primary response protein …; HeLa CL3-4 TLR4/MyD88 BLA complementation; in the data active means inhibition above about 25%;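 further: 0% = vehicle and 100% = reference inhibitor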
bIAP inhibitor: bovine intestinal alkaline phosphatase inhibitors, primary screen, selectivity assay for TNAP inhibitor project, biochemical, bovine IAP, CDP-star luminescence. alkaline phosphatase, intestinal [Bos taurus]. purified bovine IAP, 30 min. inhibition, % at 20 µM. 190,000 tested, under 10 active. AID 1019, 2008;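 active means over 50% inhibition of intestinal alkaline phosphatase at 20 µM in the single-dose screen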
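test system = bovine IAP enzyme | medium = DEA buffer 100 mM, pH 9.8, with MgCl2 1.0 mM, ZnCl2 0.02 mM | detection = luminescence | dosing = single compound dose of 20 µM, 2% DMSO final | incubation = 30 min reaction at room temperature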
bIAP activator: bovine intestinal alkaline phosphatase activators, primary screen, biochemical, bovine IAP, CDP-star luminescence; purified bovine IAP, 30 min; hits give high values; fold of DMSO-control signal, blank-subtracted; 200,000 compounds, 0.17% hits; activation factor at 20 µM; alkaline phosphatase, intestinal [Bos taurus];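 active means activation factor of 2 or more at 20 µM, a signal rise over negative controls twice the positive control's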
Redox H2O2 prof: compounds producing H2O2 with reducing agent – biochemical, NIH compound library profiling, artefact control for MLSCN library redox annotation, primary screen | DTT-dependent redox cycling H2O2, phenol red/HRP absorbance; 100% = 100 µM peroxide control, 0% = buffer | activation, % at 10 µM | 200,000 compounds, 0.03% hits;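 active means activation of at least 50% relative to the plate's high and low controls in the primary single-dose screen; inactive means activation below 50%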;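 further: compound incubated with DTT at 0.8 mM final as the reducing agent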
PPARg SRC1 recr: PPARgamma agonists recruiting SRC-1 coactivator, primary screen, biochemical | PPARgamma-SRC-1 coactivator recruitment biochemical assay | activation, % at 8 µM | 200,000 compounds, 0.41% hits | AID 631, 2007; in the data active means activation above about 19%;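 further: 0% = DMSO and 100% = reference agonist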
TR-FRET SRC-2 ct: TR-FRET signal artefacts, primary screen, artefact control for PPARgamma SRC-2 agonist project, biochemical | TR-FRET artefact counter-screen; hits give high values | 200,000 compounds, 0.4% hits | TR-FRET ratio at 8 µM; in the data active means TR-FRET ratio above about 2000; further: inactives centre near 1500
PPARg SRC-3 ag: PPARgamma agonists recruiting SRC-3 coactivator, primary screen, biochemical; AID 731, 2007; biochemical PPARgamma/SRC-3 coactivator recruitment assay; 200,000 compounds, 0.26% hits; Peroxisome proliferator-activated receptor gamma (Homo sapiens), P37231; activation, % at 8 µM; in the data active means activation above about 23%;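 further: 0% = DMSO and 100% = reference agonist; some compounds past the cut are filed as inactive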
Active calls of the source: *.

`COc1ccc(-n2c(Cc3cccn3C)nnc2SCC(=O)N2CCOCC2)cc1` gave L major viab -11.3, PPARg SRC-2 ag 5.0, S1P3 antag 2.0, TLR4 MyD88 comp -0.7, bIAP inhibitor -0.2, bIAP activator 1, Redox H2O2 prof -2.4, PPARg SRC1 recr 5.3, TR-FRET SRC-2 ct 1590 and PPARg SRC-3 ag 6.0.
`CC(=O)N1CCN(c2ccc(NCc3ccc(F)cc3)cc2)CC1` gave L major viab -11.7, PPARg SRC-2 ag 17.9, S1P3 antag -11.5, TLR4 MyD88 comp 5.5, bIAP inhibitor 0.4, bIAP activator 1, Redox H2O2 prof -0.2, PPARg SRC1 recr 0.4, TR-FRET SRC-2 ct 1805 and PPARg SRC-3 ag 3.0.
For O=C(OCc1cc2ccccc2[nH]c1=O)c1ccccn1 the results were L major viab -1.4, PPARg SRC-2 ag 3.4, S1P3 antag 9.3, TLR4 MyD88 comp -9.6, bIAP inhibitor -12.2, bIAP activator 1.1, Redox H2O2 prof 0.0, PPARg SRC1 recr -3.0, TR-FRET SRC-2 ct 1512 and PPARg SRC-3 ag -3.4.
For CC(C(=O)NC1CCCc2ccccc21)N1CCN(Cc2ccc3c(c2)OCO3)CC1 (stereo not drawn) the results were L major viab 86.2*, PPARg SRC-2 ag 0.5, ROMK primary -2.95*, S1P3 antag -8.8, TLR4 MyD88 comp -5.5, bIAP inhibitor -11.1, bIAP activator 1.1, Redox H2O2 prof -10.8, PPARg SRC1 recr 8.8, TR-FRET SRC-2 ct 1757 and PPARg SRC-3 ag 1.4.
Screening CC1(NC(=O)N2CCCCC2)CCS(=O)(=O)C1 (stereo not drawn) returned L major viab -6.7, PPARg SRC-2 ag 6.2, S1P3 antag -9.7, TLR4 MyD88 comp 2.2, bIAP inhibitor 6.4, bIAP activator 0.9, Redox H2O2 prof -2.8, PPARg SRC1 recr 1.7, TR-FRET SRC-2 ct 1746 and PPARg SRC-3 ag -0.3.
`CCOC(=O)c1ccc(NC(=S)NCCCN2CCCC2=O)cc1` gave L major viab 4.1, PPARg SRC-2 ag 0.5, S1P3 antag 3.7, TLR4 MyD88 comp -5.0, bIAP inhibitor -19.1, bIAP activator 1.2, Redox H2O2 prof -0.3, PPARg SRC1 recr -3.0, TR-FRET SRC-2 ct 1427 and PPARg SRC-3 ag -0.6.
CC1Oc2ccccc2N(CC(=O)c2ccccc2)C1=O (stereo not drawn) was read as L major viab -5.9, PPARg SRC-2 ag 2.9, S1P3 antag 10.8, TLR4 MyD88 comp 4.5, bIAP inhibitor -8.5, bIAP activator 1.1, Redox H2O2 prof 1.8, PPARg SRC1 recr -3.5, TR-FRET SRC-2 ct 1356 and PPARg SRC-3 ag -6.2.
`CC(=O)c1c(C)oc2ccc(N(C(=O)C3CCCCC3)S(=O)(=O)c3cc([N+](=O)[O-])ccc3C)cc12` gave L major viab 15.4, PPARg SRC-2 ag 2.2, S1P3 antag -15.7, TLR4 MyD88 comp -5.3, bIAP inhibitor -28.0, bIAP activator 1.3, Redox H2O2 prof 0.4, PPARg SRC1 recr 3.2, TR-FRET SRC-2 ct 1508 and PPARg SRC-3 ag -4.8.
Screening CCOc1ccccc1-n1c(SCC(=O)NCc2ccco2)nnc1-c1ccncc1 returned L major viab 67.1*, PPARg SRC-2 ag 3.7, S1P3 antag 12.6, TLR4 MyD88 comp 4.9, bIAP inhibitor -2.9, bIAP activator 1, Redox H2O2 prof 4.5, PPARg SRC1 recr -5.4, TR-FRET SRC-2 ct 1501 and PPARg SRC-3 ag -0.3.
`COc1ccc(S(=O)(=O)N(C)CC(=O)N2CCOCC2)cc1Cl` gave L major viab -3.0, PPARg SRC-2 ag -3.3, ROMK primary 0.434, S1P3 antag -17.3, TLR4 MyD88 comp -0.3, bIAP inhibitor 14.2, bIAP activator 0.9, Redox H2O2 prof -0.9, PPARg SRC1 recr 1.6, TR-FRET SRC-2 ct 1650 and PPARg SRC-3 ag 14.9.
N#CC1=C(N)Oc2n[nH]c(-c3cccs3)c2C1C1CCCCC1 (stereo not drawn) was read as L major viab 32.8, PPARg SRC-2 ag 8.7, ROMK primary -0.00207, TLR4 MyD88 comp 1.5, bIAP inhibitor 5.0, bIAP activator 0.9, Redox H2O2 prof 0.2, PPARg SRC1 recr 4.2, TR-FRET SRC-2 ct 1411 and PPARg SRC-3 ag 4.2.
Screening COc1cc(CO)c(Br)cc1OCC(N)=O returned L major viab -1.5, PPARg SRC-2 ag 4.0, ROMK primary 0.605, S1P3 antag -6.0, TLR4 MyD88 comp -28.1, bIAP inhibitor 2.9, bIAP activator 1, Redox H2O2 prof -0.3, PPARg SRC1 recr 4.6, TR-FRET SRC-2 ct 1464 and PPARg SRC-3 ag -4.7.
`Cc1cc(C)n2nc(SCc3nc4ccccc4[nH]3)nc2n1` gave L major viab -3.9, PPARg SRC-2 ag -2.0, S1P3 antag -13.9, TLR4 MyD88 comp -5.9, bIAP inhibitor -49.1, bIAP activator 1.5, Redox H2O2 prof -0.7, PPARg SRC1 recr 0.0, TR-FRET SRC-2 ct 1558 and PPARg SRC-3 ag -1.1.
For COCc1cc(C(C)=O)ccc1OC the results were L major viab -1.0, PPARg SRC-2 ag 8.7, TLR4 MyD88 comp -11.1, bIAP inhibitor 14.1, bIAP activator 0.9, Redox H2O2 prof 0.8, PPARg SRC1 recr 0.6, TR-FRET SRC-2 ct 1585 and PPARg SRC-3 ag 4.4.
Screening COc1ccc(N2CCN(C(=O)c3ccc(C)c(Cl)c3)CC2)cc1 returned L major viab 18.6, PPARg SRC-2 ag 5.8, S1P3 antag 16.1, TLR4 MyD88 comp 1.8, bIAP inhibitor -3.0, bIAP activator 1, Redox H2O2 prof 2.6, PPARg SRC1 recr 11.6, TR-FRET SRC-2 ct 1410 and PPARg SRC-3 ag 3.3.
Screening O=C1ON=C(c2ccc(Cl)cc2)/C1=C/c1ccc(O)cc1 returned L major viab 65.1*, PPARg SRC-2 ag -2.5, ROMK primary -1.51, S1P3 antag -16.1, TLR4 MyD88 comp 6.6, bIAP inhibitor -10.6, bIAP activator 1.1, Redox H2O2 prof -0.9, PPARg SRC1 recr 4.4, TR-FRET SRC-2 ct 1467 and PPARg SRC-3 ag 3.6.
O=C1/C(=C/c2ccccc2)Oc2cc(OC(=O)N3CCOCC3)ccc21 was read as L major viab 73.6*, PPARg SRC-2 ag -4.3, ROMK primary -0.631, S1P3 antag -4.2, TLR4 MyD88 comp 5.0, bIAP inhibitor 17.6, bIAP activator 0.8, Redox H2O2 prof 0.1, PPARg SRC1 recr -8.1, TR-FRET SRC-2 ct 1429 and PPARg SRC-3 ag -0.4.
Screening CCCSc1nc(=O)n2cccc(C)c2n1 returned L major viab -5.0, PPARg SRC-2 ag 9.7, TLR4 MyD88 comp -8.4, bIAP inhibitor 11.0, bIAP activator 0.9, Redox H2O2 prof -1.0, PPARg SRC1 recr 5.3, TR-FRET SRC-2 ct 1625 and PPARg SRC-3 ag 7.9.
For CC(C)CC[n+]1ccn(C2=C([O-])c3ccccc3C(=O)/C2=N\S(=O)(=O)c2ccccc2)c1 the results were L major viab 77.1*, PPARg SRC-2 ag -10.4, TLR4 MyD88 comp 1.2, bIAP inhibitor 17.3, bIAP activator 0.8, Redox H2O2 prof 0.1, PPARg SRC1 recr -4.1, TR-FRET SRC-2 ct 1529 and PPARg SRC-3 ag -2.8.
Screening Clc1cccc(CSC2=NCCCN2)c1 returned L major viab 60.0*, PPARg SRC-2 ag 6.5, ROMK primary -0.0888, TLR4 MyD88 comp 1.0, bIAP inhibitor 22.9, bIAP activator 0.8, Redox H2O2 prof 0.7, PPARg SRC1 recr 7.6, TR-FRET SRC-2 ct 1560 and PPARg SRC-3 ag -0.3.
Screening CCc1ccccc1OCC(=O)Nc1nc(-c2cccnc2)cs1 returned L major viab 80.9*, PPARg SRC-2 ag 7.8, ROMK primary 0.153, S1P3 antag -11.0, TLR4 MyD88 comp 8.2, bIAP inhibitor -5.4, bIAP activator 1.1, Redox H2O2 prof -0.9, PPARg SRC1 recr 11.8, TR-FRET SRC-2 ct 1812 and PPARg SRC-3 ag 4.3.
For COc1cc(C#N)ccc1OCC(=O)NCc1cccs1 the results were L major viab -0.6, PPARg SRC-2 ag -4.8, ROMK primary 0.791, S1P3 antag -5.9, TLR4 MyD88 comp 1.3, bIAP inhibitor -4.0, bIAP activator 1, Redox H2O2 prof 0.0, PPARg SRC1 recr 6.8, TR-FRET SRC-2 ct 1720 and PPARg SRC-3 ag 0.2.
For Cc1cc(C(=O)O)c(CCCN)s1 the results were L major viab -7.7, PPARg SRC-2 ag 3.8, ROMK primary -0.0346, S1P3 antag 19.4, TLR4 MyD88 comp -10.0, bIAP inhibitor 2.8, bIAP activator 1, Redox H2O2 prof 3.0, PPARg SRC1 recr -1.3, TR-FRET SRC-2 ct 1590 and PPARg SRC-3 ag 9.7.
COc1ccc(Nc2ncc(C(=O)N3CCN(c4ccccc4OC)CC3)c3ccccc23)cc1 was read as L major viab 29.9, PPARg SRC-2 ag 1.6, TLR4 MyD88 comp -13.1, bIAP inhibitor -9.8, bIAP activator 1.1, Redox H2O2 prof 1.1, PPARg SRC1 recr 4.4, TR-FRET SRC-2 ct 1759 and PPARg SRC-3 ag 6.1.
Screening O=C(/C=C/c1ccccc1)N1CCN(c2ccc([N+](=O)[O-])c(N3CCOCC3)c2)CC1 returned L major viab 4.8, PPARg SRC-2 ag 7.0, TLR4 MyD88 comp 16.4, bIAP inhibitor 22.1, bIAP activator 0.8, Redox H2O2 prof 1.0, PPARg SRC1 recr -0.4, TR-FRET SRC-2 ct 1594 and PPARg SRC-3 ag 9.3.
`COc1cc(C(=O)Nc2cc(C)cc(C)c2)c(-n2cnnn2)cc1OC` gave L major viab -2.8, PPARg SRC-2 ag -0.2, S1P3 antag -17.0, TLR4 MyD88 comp -3.4, bIAP inhibitor -3.5, bIAP activator 1, Redox H2O2 prof -0.4, PPARg SRC1 recr 1.5, TR-FRET SRC-2 ct 1519 and PPARg SRC-3 ag 1.5.
`CCCC(=O)OCC(=O)Nc1ccc(N=Nc2ccccc2)cc1` gave L major viab 35.2, PPARg SRC-2 ag -1.4, S1P3 antag -1.8, TLR4 MyD88 comp 10.6, bIAP inhibitor 9.6, bIAP activator 0.9, Redox H2O2 prof 0.1, PPARg SRC1 recr 8.0, TR-FRET SRC-2 ct 1562 and PPARg SRC-3 ag 7.4.

Assay outcomes deposited in PubChem BioAssay by several laboratories.
